# NS5 inhibitors: flavivirus cap methylation enzyme inhibition – biochemical, confirmation dose response, primary screen (AID 588689) | Dengue-2 NS5 methyltransferase capping enzyme assay, biochemical; higher % means a stronger effect | inhibition, % at 25 µM, or IC50 in µM where a hit was titrated | 340,000 tested, 0.3% active; in the data active = a potency from the dose series; inconclusive = inhibition above about 29% without an active follow-up result
# NTR1 agonist: agonists of NTR1, primary screen, imaging, U2OS cells, beta-arrestin-GFP, high content (AID 493036); P30989; NTR1-U2OS beta-arrestin-GFP spot imaging, agonist mode; activation, % at 20 µM; 330,000 tested, 0.17% active;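 active = activation at or above 40% of the spot to cytoplasm intensity ratio, with at least 20 cells analyzed; inconclusive = wells under 20 cells, flagged as cytotoxic or low count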;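 also: 0% = DMSO without peptide and 100% = 100 nM NTR1 peptide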
# Target sequence (P30989 whole entry, looked up): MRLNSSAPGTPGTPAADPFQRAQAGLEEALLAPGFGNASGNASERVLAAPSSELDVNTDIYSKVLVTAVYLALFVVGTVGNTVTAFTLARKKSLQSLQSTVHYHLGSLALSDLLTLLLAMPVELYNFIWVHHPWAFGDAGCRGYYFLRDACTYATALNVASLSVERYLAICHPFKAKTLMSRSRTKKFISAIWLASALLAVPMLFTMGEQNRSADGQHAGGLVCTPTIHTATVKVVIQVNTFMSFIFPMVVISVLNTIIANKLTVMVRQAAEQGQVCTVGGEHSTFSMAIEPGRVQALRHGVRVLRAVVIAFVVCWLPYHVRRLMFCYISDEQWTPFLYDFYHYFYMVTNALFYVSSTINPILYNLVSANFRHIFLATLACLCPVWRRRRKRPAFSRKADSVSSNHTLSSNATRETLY
# HIV peptide binding: cell-free HIV fusion peptide-binding blockers – biochemical, uHTS, fluorescence dequenching, primary screen (AID 1986). 290,000 tested, 0.3% active. cell-free peptide binding, fluorescence dequenching, 30 min; higher % means a stronger effect. one-dose inhibition, % at 20 µM; IC50 in µM for titrated hits; in the data active = inhibition mostly above about 52%, no sharp cut-off; inactive = mostly below about 76%; also: some results filed as inactive read as strong as hits
# GPR55 LPI antagonism: GPR55 antagonists blocking LPI-driven arrestin recruitment, primary screen, imaging, U2OS, beta-arrestin-GFP, LPI agonist (AID 2013); U2OS GPR55 beta-arrestin-GFP translocation imaging, LPI antagonism; higher % means a stronger effect; inhibition, % at 10 µM, or IC50 in µM where a hit was titrated; 290,000 tested, 0.13% active;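 active = spots per cell inhibited over 60%, with over 100 cells counted and total cytoplasm intensity under 500,000; inconclusive = wells with under 100 cells, flagged as likely toxic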;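 also: U2OS cells stably carrying GPR55 and arrestin-GFP stimulated by 5 µM LPI near EC80; imaged beta-arrestin-GFP aggregate spots per cell after agonist stimulation; plate controls were LPI-stimulated DMSO wells for no effect and DMSO wells without LPI for full effect; some results filed as inactive read as strong as hits; confirmed hits need IC50 under 10 µM and bright autofluorescent wells are also inconclusive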
# Siah-1 displacement: Siah-1 peptide-binding antagonists, primary screen, biochemical, fluorescence polarization, rhodamine-plectin, uHTS (AID 1817) | Siah-1 / rhodamine-plectin peptide fluorescence polarization; higher % means a stronger effect | displacement, % at 20 µM; hits with a dose series show IC50 in µM | 290,000 tested, 0.02% active;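 active = displacement of at least 50% at 20 µM, with a fluorescence ratio check between 0.3 and a set limit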;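 also: plate controls were Siah plus tracer with DMSO for no effect and tracer alone without Siah for full effect; strong numbers were not always called active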
# K1F lysis inhibition: inhibition of K1F phage lysis, E. coli UTI89, bacterial capsule biogenesis inhibitors, alamar blue (AID 488966). one-dose inhibition, % at 100 µM; IC50 in µM for titrated hits. E. coli UTI89 K1F phage lysis, alamar blue, 2 h; higher % means a stronger effect. 340,000 tested, 0.02% active;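 active = phage lysis inhibition, versus mean bacterial control, above a set limit; inconclusive = no clear call, values can overlap the other calls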;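 also: capsule biogenesis inhibitors block K1F phage lysis so surviving cells raise fluorescence; higher fluorescence means more inhibition of phage lysis; actives were called in the ten point dose series up to 300 µM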
# AID2073: inhibitors of Mint1-CaV2.2 protein interaction, biochemical, HTRF (AID 2073); HTRF protein-protein interaction, Mint1-CaV2.2; higher % means a stronger effect; inhibition, % at 20 µM; hits with a dose series show IC50 in µM; 290,000 tested, 0.19% active; in the data active = inhibition mostly above about 51%, no sharp cut-off; inconclusive = no clear call, values can overlap the other calls; inactive = mostly below about 53%; also: some results filed as inactive read as strong as hits
# GPR35 antagonists: GPR35 antagonists blocking zaprinast-driven arrestin recruitment, primary screen, imaging, U2OS, beta-arrestin-GFP, zaprinast agonist (AID 2058); U2OS GPR35 beta-arrestin-GFP translocation imaging, zaprinast antagonism; higher % means a stronger effect; inhibition, % at 10 µM, or IC50 in µM where a hit was titrated; 290,000 tested, 0.052% active;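 active = inhibition of at least 50% with at least 30 cells and total cytoplasm GFP at most 10,000,000; inconclusive = under 30 cells or total GFP of 10,000,000 plus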
# GPR55 activation: GPR55 agonists via beta-arrestin recruitment, primary screen, imaging, U2OS cells, beta-arrestin-GFP redistribution (AID 1961); U2OS GPR55 beta-arrestin-GFP redistribution imaging; higher % means a stronger effect; activation, % at 10 µM, or EC50 in µM where a hit was titrated; 290,000 tested, 0.048% active;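 active = activation above 40% with more than 50 cells counted in the well; inconclusive = wells holding fewer than 50 cells, flagged as toxic or sparse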;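 also: U2OS osteosarcoma cells stably expressing GPR55 and beta-arrestin-GFP; plate controls were DMSO negative control for no effect and LPI positive control for full effect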
# NTR1 agonist cell count 20 µM: recorded beside NTR1 agonist, whose call it bears; cell count; measured here: cell count, cytotoxicity flag
# NS5 inhibitors pilot replicate: also measured in NS5 inhibitors; calls as there; inhibition, %; measured here: pilot screen replicate inhibition
# The depositor's hits bear a star; i = inactive; ? = inconclusive; nt = no result given; [ ] = remark or other dose.
SMILES,NS5 inhibitors,NTR1 agonist,NTR1 agonist cell count 20 µM,HIV peptide binding,GPR55 LPI antagonism,Siah-1 displacement,K1F lysis inhibition,AID2073,GPR35 antagonists,GPR55 activation,others
COc1cc([N+](=O)[O-])ccc1NC(=O)CSc1nnc(C)c(C)n1,-2%,-0.7,53,-2.2%,2%,1%,0.1%,-7%,7%,-0.3%,
O=C(CCc1nnc(-c2ccsc2)o1)N1CCc2c(Cl)cccc2C1,-2%,-1.1,85,0.8%,-1%,1%,-0.1%,-11%,12%,-0.1%,
COC(=O)C(Cc1ccc(OC(=O)c2ccccc2C)cc1)N1Cc2ccccc2C1=O (stereo unspecified),-8%,2.7,48,-0.1%,2%,2%,0.9%,1%,-2%,-0.4%,
Cc1cc(SCC(=O)NCCC2=CCCCC2)nc2ccccc12,-2%,0.1,51,-2.7%,-7%,-6%,1.4%[50 µM],-4%,4%,0.1%,
CC(=O)N(C(C)=O)c1cccc2c(N(C(C)=O)C(C)=O)cccc12,-7%,0.3,70,-0.2%,0%,-2%,0.0%,-6%,-8%,0.0%,
O=c1cc(Cl)c2ccccc2n1-c1ccccc1,-9%,-0.8,87,0.8%,0%,1%,0.1%,12%,1%,-0.1%,
O=C(Nc1cc(C(F)(F)F)ccc1Cl)C(Sc1nnc(-c2cccs2)o1)c1ccccc1 (stereo unspecified),-4%,3.7,39,14%,4%,2%,2.8%,-7%,-5%,-0.2%,
COc1ccccc1C1CN(c2ccc(F)cc2F)N=C1c1cccs1 (stereo unspecified),0%,-0.6,53,-2.2%,15%,-4%,0.0%,31%,8%,-0.2%,
Cc1ccc(Cl)cc1NC(=O)CC(O)(C(F)(F)F)C(F)(F)F,-3%,2.1,54,-0.7%,2%,4%,0.8%,-3%,-13%,-0.1%,
CCCN1C(=O)c2cc(C(=O)NC3CCCCCC3)ccc2C1O (stereo unspecified),5%,5.2,59,1.2%,5%,4%,-3.7%,-14%,-1%,-0.3%,
Cc1ccccc1CSc1nnc(C)c(=O)[nH]1,-3%,0.9,65,0.6%,2%,2%,0.0%,8%,1%,-0.2%,
C/C(=N/NC(=O)c1ccco1)c1ccc(NC(=O)c2ccc(Br)o2)cc1,-4%,2.6,53,0.3%,-13%,1%,0.8%[50 µM],-2%,12%,0.0%,
COc1ccc(-c2csc(/C(C#N)=C\c3ccc(OC)c([N+](=O)[O-])c3)n2)cc1,26%,-1.1,60,38%,4%,-6%,4.2%,40%,nt,0.1%,
Cc1ccc(OCC(=O)Nc2c3c(nn2C(C)(C)C)CS(=O)(=O)C3)cc1,3%,0.2,55,-1.4%,9%,13%,0.8%[50 µM],-5%,-3%,0.3%,
Cc1ccc2c(CC(=O)NCC(C)(C)N3CCOCC3)coc2c1,-1%,-1.2,55,-0.4%,-1%,-3%,-0.6%,-4%,-11%,-0.4%,
CCOC(=O)c1cnc(/N=C/N(C)C)s1,-7%,-0.7,68,-1.2%,-2%,-5%,1.3%,38%,-2%,0.8%,
CC(=O)c1cccc(N=c2scc(-c3ccc(S(=O)(=O)N4CCOCC4)cc3)n2CCO)c1,-3%,3.4,37,-0.9%,10%,1%,4.2%,-4%,8%,-0.5%,
CCOC(=O)CSCC(=O)Nc1cc(C)ccc1C,5%,0.5,91,1.1%,20%,4%,1.0%,5%,-4%,0.0%,
COc1cc(C2C3CN(C)CC=C3C(C#N)=C(N)C2(C#N)C#N)ccc1OC(C)C (stereo unspecified),?,-4.6,85,1.3%,26%,-3%,1.2%,20%,16%,-0.1%,
CCS(=O)(=O)N1CCCC(C(=O)NCCCN2CCCC2=O)C1 (stereo unspecified),-1%,2.1,49,-0.3%,-1%,2%,0.0%,2%,-4%,-0.2%,
Cc1cc(=O)[nH]c(SC(C)C(=O)Nc2cccc3ccccc23)n1 (stereo unspecified),8%,-0.5,43,0.7%,4%,-2%,0.2%,0%,-9%,-0.2%,
CCOc1cccc(-n2nnnc2-c2ccc(OC)cc2)c1,-6%,-5.2,78,-1.8%,-16%,-6%,1.0%,-12%,19%,-0.1%,
O=C(NCCc1nc2ccccc2[nH]1)/C(=C/c1ccc2c(c1)OCO2)NC(=O)c1ccccc1Cl,-5%,0.6,47,-1.2%,-6%,-3%,i,-4%,1%,0.3%,
Cc1ccc(CS(=O)(=O)Cc2ccc(C(=O)NCc3ccco3)o2)cc1,1%,-1.4,34,2.1%,9%,-2%,0.6%,7%,-13%,0.2%,
Cc1ccc(S(=O)(=O)NCCN=C(CN2CCCC2)NS(=O)(=O)c2ccc(C)cc2)cc1,1%,1.4,45,0.7%,24%,-1%,1.6%,-3%,0%,0.2%,
O=C(Cn1c(CN2CCCCC2)nc2ccccc2c1=O)NC1CCCCC1,-3%,-0.8,56,0.8%,7%,3%,0.1%,-8%,-7%,-0.3%,
COc1ccc2c(c1)CCC/C2=N/OC(=O)c1ccccc1OC,-19%,3.1,43,-0.7%,-1%,-2%,-2.1%,7%,20%,-0.1%,
Cc1cc(C(F)F)nn1CC(=O)NCc1ccccc1F,-6%,1.1,84,-3.4%,7%,1%,0.0%,8%,-1%,-0.2%,
O=C(O)COc1ccccc1/C=N/NC(=O)CN1CCN(S(=O)(=O)c2ccc(Br)cc2)CC1,5%,2.2,71,0.2%,-12%,0%,-0.2%,-12%,-11%,-0.1%,
COc1ccc(C(=O)N(Cc2ccccc2)Cc2cc3cc4c(cc3[nH]c2=O)OCCO4)cc1,-1%,7.8,63,0.0%,-25%,-1%,2.4%,-2%,-5%,0.3%,
Cc1ccc(NC(=O)c2nc(S(=O)(=O)Cc3ccccc3C)ncc2Cl)cc1C,-48%,10,72,-0.7%,3%,-2%,0.1%,-32%,7%,-0.1%,
Cn1c(=O)c2cc(S(=O)(=O)NC(Cc3ccccc3)C(=O)NCC3CCCO3)ccc2n(C)c1=O (stereo unspecified),-4%,0.8,32,0.3%,10%,1%,-0.3%,24%,-16%,-0.2%,
Cc1cccc[n+]1CC(=O)c1ccccc1,-4%,-1.0,103,-1.3%,0%,2%,0.1%,-1%,9%,-0.1%,
COc1ccccc1C(=O)NC1CC2CCC(C1)N2Cc1ccccc1 (stereo unspecified),13%,0.0,53,1.2%,-1%,6%,-1.6%,8%,1%,-0.1%,
Cc1nccc2[nH]c(=O)c(C(=O)NC3CCCCC3C)cc12 (stereo unspecified),-4%,1.0,51,-1.0%,6%,7%,0.2%,1%,-2%,0.0%,
CC(C)(C)C1=C(C#N)C(c2cccnc2)C(C#N)=C(N)O1 (stereo unspecified),-2%,0.3,49,1.2%,7%,0%,1.7%,-3%,14%,0.3%,
COCCNC(=O)C(OC(=O)c1nsc(Cl)c1Cl)C(C)C (stereo unspecified),4%,-0.4,80,-1.0%,13%,-4%,0.4%,5%,9%,-0.4%,
Cc1ccc(-c2nnc(Nc3ccc(CC(N)=O)cc3)c3ccccc23)cc1,-7%,21,39,-1.0%,-5%,0%,1.7%,9%,-10%,-0.1%,
C=C(C)c1cccc(C(C)(C)NC(=O)N2CCC(C)CC2)c1,-1%,-0.1,63,1.2%,3%,1%,0.2%,3%,13%,-0.1%,
Cc1nc(SCC(=O)Nc2ccc(Cl)cc2[N+](=O)[O-])nc(C)c1C,2%,0.5,49,-0.4%,-3%,-3%,4.7%,-22%,2%,-0.3%,
O=C(COC(=O)CSCC(=O)N1CCCCC1)NCc1ccc(F)cc1,0%,-0.9,60,0.9%,-10%,4%,2.2%,-9%,8%,-0.2%,
Cn1c(SCc2nc(-c3cccs3)no2)nnc1C1CCCCC1,-8%,0.1,49,-0.2%,3%,-2%,-0.6%,2%,-11%,-0.2%,
COc1cc(C(CC(=O)Nc2ccccn2)N2Cc3ccccc3C2=O)cc(OC)c1OC (stereo unspecified),0%,-0.4,79,-0.3%,2%,7%,1.9%,-1%,-13%,-0.3%,
Cc1c(C#N)c(N=CN(C)C)c(C(=O)c2ccccc2)n1-c1ccc(Br)cc1,0%,3.6,49,0.0%,9%,4%,1.8%,-3%,5%,-0.1%,
CCOc1cc(-c2noc(CCCC(=O)NC3CCCCC3)n2)ccc1OC,-17%,-3.1,48,-1.0%,10%,-1%,0.2%,7%,10%,0.1%,
Cc1cc(=O)oc2c(CN(C)Cc3ccccc3)c(O)ccc12,2%,-3.9,38,-1.3%,4%,2%,-0.8%,32%,-4%,0.0%,
Cc1ccc(SC[C@H](Cc2ccccc2)N2CCN(CCc3ccccc3)CCC2=O)cc1,-4%,3.7,68,0.7%,-11%,-2%,0.1%,2%,11%,-0.1%,
CC(C)(C)c1ccc(C(=O)NC(Cc2ccccc2)C(=O)O)cc1 (stereo unspecified),-3%,-0.7,80,3.0%,nt,-4%,3.9%,-4%,2%,-0.1%,
CCOc1ccccc1NC(=O)c1cnccn1,-1%,-0.2,49,1.0%,-22%,4%,0.1%,-4%,-6%,0.2%,NS5 inhibitors pilot replicate=1.5
c1ccc(C2=Nn3c(nnc3-c3cc(-c4ccccc4)n[nH]3)SC2)cc1,-5%,27,69,-2.6%,13%,1%,-0.1%,-9%,15%,-0.1%,
# (further entries)
SMILES,NS5 inhibitors,NTR1 agonist,NTR1 agonist cell count 20 µM,HIV peptide binding,GPR55 LPI antagonism,Siah-1 displacement,K1F lysis inhibition,AID2073,GPR35 antagonists,GPR55 activation,others
CN(C)C(/C=C/Nc1cccc([N+](=O)[O-])c1)=C(C#N)C#N,-4%,-0.4,29,-0.4%,0%,0%,0.4%,3%,1%,-0.1%,
COc1ccc(S(=O)(=O)NC(C)C(=O)Nc2cccc([N+](=O)[O-])c2)cc1 (stereo unspecified),7%,1.6,73,-0.9%,-32%,-5%,3.8%,2%,6%,-0.3%,
CCCC(=O)NC(=S)Nc1cccc(C(C)=O)c1,-5%,1.9,48,-2.5%,13%,-3%,0.8%,7%,-4%,-0.1%,
O=C(CCCN1CCC(NC(=O)c2ccccc2)CC1)c1ccc(Cl)cc1,-14%,0.0,55,-0.1%,-15%,-6%,5.9%,9%,3%,-0.3%,
Cc1ccc(N/N=C/c2c(C)c(C#N)c(=O)n(C)c2O)cc1C,13%,nt,nt,2.1%,7%,0%,1.1%,-16%,7%,-0.1%,

# Assay outcomes deposited in PubChem BioAssay by several laboratories.
